ABHD5-PLIN5 inh: ABHD5-PLIN5 interaction inhibitors, primary screen, cell lysate, split luciferase complementation, luminescence; Perilipin-5 (Homo sapiens) + 1-acylglycerol-3-phosphate O-acyltransferase ABHD5 (Homo …; Split G. princeps luciferase complementation, 4 h; inhibition, % at 4 µM; actives 0.78% (n = 360,000);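 active = inhibition above the mean inhibition across every tested compound plus 3 SD, cut at about 22% in these data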;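 also: 0% = DMSO only wells and the 100% control is not disclosed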
Target sequence (Q00G26 whole entry, looked up): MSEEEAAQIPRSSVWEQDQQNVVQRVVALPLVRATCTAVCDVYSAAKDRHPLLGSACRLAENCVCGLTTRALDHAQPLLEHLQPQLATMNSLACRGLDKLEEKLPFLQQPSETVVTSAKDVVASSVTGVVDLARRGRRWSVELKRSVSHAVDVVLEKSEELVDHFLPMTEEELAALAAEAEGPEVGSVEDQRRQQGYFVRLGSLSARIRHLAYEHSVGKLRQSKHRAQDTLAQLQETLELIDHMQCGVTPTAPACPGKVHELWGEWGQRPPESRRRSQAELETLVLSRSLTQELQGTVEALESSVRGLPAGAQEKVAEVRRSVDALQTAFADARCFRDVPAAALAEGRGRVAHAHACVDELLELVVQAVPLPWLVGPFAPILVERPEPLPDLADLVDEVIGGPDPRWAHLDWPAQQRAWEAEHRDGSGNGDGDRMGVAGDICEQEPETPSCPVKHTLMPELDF
Target sequence (Q8WTS1 whole entry, looked up): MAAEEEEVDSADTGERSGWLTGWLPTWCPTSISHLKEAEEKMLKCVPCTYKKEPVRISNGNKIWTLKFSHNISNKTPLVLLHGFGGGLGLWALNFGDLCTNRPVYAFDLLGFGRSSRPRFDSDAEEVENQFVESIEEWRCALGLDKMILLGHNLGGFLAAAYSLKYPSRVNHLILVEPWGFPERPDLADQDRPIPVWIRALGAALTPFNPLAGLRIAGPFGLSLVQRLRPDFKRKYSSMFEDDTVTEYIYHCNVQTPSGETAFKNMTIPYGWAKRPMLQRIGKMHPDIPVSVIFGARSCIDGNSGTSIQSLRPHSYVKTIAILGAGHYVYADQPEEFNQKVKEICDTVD
Exocytosis inh: LAMP-1 surface exposure blockers, TALL-104 cells – cell-based, flow cytometry, MLPCN library, primary screen; TALL-104 LAMP-1 surface exposure; cells stimulated with thapsigargin and PMA; inhibition, % at 10 µM; actives 0.66% (n = 360,000); AID 651702, 2012;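 active = inhibition above about 55%, limit read from the data; inconclusive = no clear call, values can overlap the other calls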
ABCB6 inh MLPCN: ABCB6 transporter inhibitors, primary screen, K562-ABCB6 cells, flow cytometry, MLPCN library; ATP-binding cassette sub-family B member 6 (Homo sapiens), Q9NP58; K562-ABCB6 porphyrin accumulation, 1 h; active compounds read low; fluorescence ratio to DMSO, % at 10 µM; actives 0.19% (n = 360,000);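 active = fluorescence ratio to DMSO below 75%, the collection mean minus 3 SD; inconclusive = too few cells collected in the well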;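 also: signal is porphyrin accumulated inside mitochondria; 100% equals median channel fluorescence of DMSO control wells; lower ratio means ABCB6 inhibition with less porphyrin fluorescence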
Vif inh: HIV Vif self-association inhibitors, primary screen, imaging, HEK293T, single point; inhibition, % at 7.49 µM; HEK293T cells, Vif self-association by quenched fluorescence, 24 h; actives 0.35% (n = 340,000); AID 602346, 2012; in the data active = inhibition above about 50%, passing the limit was not always enough; inconclusive = no clear call, values can overlap the other calls; inactive = below about 31%; also: some results filed as inactive read as strong as hits
MC4R antag cAMP: MC4R antagonists of cAMP signaling, primary screen, cell-based, TR-FRET, antagonist arm of biased-ligand search. Melanocortin receptor 4 (Homo sapiens), P32245. MC4R-expressing cells, MTII-stimulated cAMP, LANCE TR-FRET. inhibition, % at 6.5 µM. actives 0.48% (n = 360,000);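 active = inhibition above its plate's cutoff, the mean of tested wells on that plate plus 3 SD, cut at about 29% in these data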;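 also: 0% = Melanotan II alone and 100% = Melanotan II plus saturating MCL0020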
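system = U2OS cells with stable human MC4R expression | also added = Melanotan II challenge after compound preincubation | dosing = one concentration, 6.5 µM nominal | incubation = compound 30 min, challenge 1 h, detection 1 h | measured by = TR-FRET with Eu-cAMP and labeled anti-cAMP, 671 nm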
NOD2 RIPK2 PPI: NOD2-RIPK2 binding disruptors in cells, primary screen, fluorescence, CHO cells, BLA complementation; Receptor-interacting serine/threonine-protein kinase 2 (Homo sapiens), O43353; actives 0.38% (n = 360,000); CCF4 ratio; inhibition, % at 4.98 µM; AID 624267, 2012; in the data active = inhibition above about 21%;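 also: 0% = vehicle only and 100% = reference blocker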
aDG glyco act: activators of alpha-DG glycosylation, primary screen, uHTS, Pro5-aDG cells, AlphaScreen; AID 624168, 2012; activation, % at 10 µM; alpha-DG glycosylation AlphaScreen (IIH6); 0% Pro5, 100% B10-LARGE cell signal; actives 0.22% (n = 360,000);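 active = activation of at least 8% versus controls, or a plate z-score of at least 8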;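 also: Pro5 are CHO cells carrying HIG-tagged alpha-DG that lacks glycosylation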
MC4R ag barr: MC4R agonists recruiting beta-arrestin, primary screen, cell-based, luminescence, agonist arm of biased-ligand search. Melanocortin receptor 4 (Homo sapiens), P32245. U2OS MC4R beta-arrestin complementation; percent of melanotan II response, DMSO zero. activation, % at 8.9 µM. AID 540308, 2011. actives 0.98% (n = 360,000);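 active = activation above a per-plate cutoff, the mean activation of sample wells on that plate plus 3 SD, cut at about 8% in these data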
TLR9-MyD88 inh: inhibitors of TLR9-MyD88 association in cells, primary screen, cell-based, CHO, BLA complementation, fluorescence; AID 504734, 2011; Toll-like receptor 9 (Homo sapiens) + Myeloid differentiation primary response protein …; inhibition, % at 4.98 µM; actives 0.21% (n = 340,000); CCF4 FRET ratio;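 active = inhibition above the mean over all tested compounds plus 3 SD, cut at about 21% in these data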;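 also: 0% = DMSO only wells and 100% = clavulanate BLA inhibitor control wells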
Glyco luc inh: increase of ERlucT glycosylation luciferase signal, primary screen, N-linked glycosylation inhibitor project, D54 ERlucT cells, luminescence, set 2. actives 0.23% (n = 360,000). reporter increase, % at 12.5 µM. AID 588692, 2011. D54 ERlucT glycosylation luciferase reporter, 24 h; percent of 100 nM tunicamycin response;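 active = mean luciferase reporter signal, scaled so untreated is 0 and the glycosylation-blocking control 100, at or above a set limit in every replicate; inconclusive = mean reaches the limit but not every replicate does; inactive = mean below the limit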;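 also: luciferase carries N-glycosylation sites so blocking glycosylation raises the light; 0% = median of neutral control wells and 100% = median of 100 nM tunicamycin wells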
The depositor's hits bear a star; ? = inconclusive; · = no result given. These rows are one share of the data; count on the stated rates, not on these rows.

ABHD5-PLIN5 inh	Exocytosis inh	ABCB6 inh MLPCN	Vif inh	MC4R antag cAMP	NOD2 RIPK2 PPI	aDG glyco act	MC4R ag barr	TLR9-MyD88 inh	Glyco luc inh	canonical_smiles
-1	1	100	9	-6	1	0.9	-2.1	1	2	CCOC(=O)C1CCCN(C(=O)c2ccc(Cn3c(=S)[nH]c4cc(C(=O)OC)ccc4c3=O)cc2)C1 (configuration not stated)
-6	13	102	0	4	-2	0.7	-6.1	1	-2	O=C(N/N=C/c1cc([N+](=O)[O-])ccc1O)c1cccc2ccccc12
3	-4	100	-1	2	-7	0.1	-0.6	1	-2	CN(c1ccc(C(=O)N2CCOCC2)cc1[N+](=O)[O-])C1CCCCC1
-1	4	97	-11	27	8	0.0	-0.6	4	-12	CC1(C)Nc2ccccc2C(=O)N1c1ccc(Br)cc1
4	22	95	-4	-2	4	0.8	-1.9	-6	-1	Nc1ncc(S(=O)(=O)c2ccc([N+](=O)[O-])cc2)s1
-1	-3	105	-1	-1	5	-0.1	0.2	0	3	O=c1c2ccccc2sc2ccc(Cl)cc12
-6	-3	98	-17	4	2	0.2	-2.5	-6	0	COc1ccc(C(=O)Cc2ccc(F)cc2)c(OC)c1
-2	25	97	-11	5	-2	0.4	-0.2	-5	-3	CCC(CO)Oc1cc(NC(=O)c2ccc(C)cc2)c2ncn(C(C)C)c2c1 (configuration not stated)

Further compounds follow:
ABHD5-PLIN5 inh	Exocytosis inh	ABCB6 inh MLPCN	Vif inh	MC4R antag cAMP	NOD2 RIPK2 PPI	aDG glyco act	MC4R ag barr	TLR9-MyD88 inh	Glyco luc inh	canonical_smiles
4	-1	94	-5	5	2	-0.4	-0.3	-15	-2	CC1CN(Cc2ccccc2)C(=S)N(c2ccccc2)C1=O (configuration not stated)
-1	12	91	4	-5	-3	0.2	0.5	6	3	O=C(Nc1cccc2ccccc12)N(CCO)C1CCS(=O)(=O)C1 (configuration not stated)
2	0	96	-10	4	-2	0.3	0.2	-10	1	CN(C)c1nc(N)nc(CSc2nnnn2-c2ccccc2)n1
24*	-18	100	-7	-1	-9	0.0	-0.5	1	0	Cc1ccc([N+](=O)[O-])cc1NC(=O)CSc1nncn1-c1ccccn1
3	-7	98	1	3	-4	0.1	5.0	·	-8	O=C(Nc1ccc(C2SCCS2)cc1)c1ccccc1
8	5	102	5	-7	-9	-0.2	-3.2	3	1	COc1cccc(CNC(=O)C2CCCN(S(=O)(=O)c3c(C)noc3/C=C/N(C)C)C2)c1 (configuration not stated)
-5	-1	96	8	-2	-2	0.1	-0.3	-4	-1	O=C1CCC(=O)N1OCCOc1ccc2c(c1)CCC2
-2	-5	102	10	3	-11	-0.1	31*	7	4	COc1cc(NC(=O)c2cc3c(=O)n(C)c4ccccc4c3n2C)cc(OC)c1OC

The results go on:
ABHD5-PLIN5 inh	Exocytosis inh	ABCB6 inh MLPCN	Vif inh	MC4R antag cAMP	NOD2 RIPK2 PPI	aDG glyco act	MC4R ag barr	TLR9-MyD88 inh	Glyco luc inh	canonical_smiles
3	0	101	-4	-2	-16	0.0	-0.2	·	1	COc1ccc(C(=O)[C@H]2[C@H]3C(=O)N(c4ccccc4)C(=O)[C@H]3C3C=CC=NN32)cc1 (some centres not stated)
4	2	94	-10	11	5	0.3	0.5	-4	1	Cc1nc2c(Cl)cccc2[nH]1
-3	6	100	4	3	0	0.8	-2.1	-1	-5	COc1ccc2c(-c3ccccc3)cc(SCC(=O)N(C)C3CCS(=O)(=O)C3)nc2c1 (configuration not stated)
-2	-4	94	0	-2	6	0.2	0.4	-1	5	N#Cc1cc2c(nc1SCC(O)CS(=O)(=O)Cc1ccccc1)CCCC2 (configuration not stated)
-4	3	101	2	2	-4	0.1	1.5	-2	3	Cc1cc(Cl)ccc1OCC(=O)OCC(=O)Nc1ccc(F)c([N+](=O)[O-])c1
2	29	98	?	·	-9	0.6	·	·	-8	CC(C)C[C@H]1CNC(=S)N1C[C@H]1CCCN1C[C@H](CC(C)C)N1C[C@H](CC(C)C)N(CCc2ccccc2)C1=S
-5	-7	107	1	9	3	-0.1	1.3	-4	-2	Cc1c(N2CCCC2)cc2c(c1NC(=O)c1ccccc1Cl)C(C)(C)CC2(C)C
4	2	99	5	10	-10	0.3	0.8	3	1	CCS(=O)(=O)N1CCN(C(=O)c2ccco2)CC1

2 compounds picked at random from those above, as already listed:
ABHD5-PLIN5 inh	Exocytosis inh	ABCB6 inh MLPCN	Vif inh	MC4R antag cAMP	NOD2 RIPK2 PPI	aDG glyco act	MC4R ag barr	TLR9-MyD88 inh	Glyco luc inh	canonical_smiles
4	2	99	5	10	-10	0.3	0.8	3	1	CCS(=O)(=O)N1CCN(C(=O)c2ccco2)CC1
-5	-7	107	1	9	3	-0.1	1.3	-4	-2	Cc1c(N2CCCC2)cc2c(c1NC(=O)c1ccccc1Cl)C(C)(C)CC2(C)C

(cont.)
ABHD5-PLIN5 inh	Exocytosis inh	ABCB6 inh MLPCN	Vif inh	MC4R antag cAMP	NOD2 RIPK2 PPI	aDG glyco act	MC4R ag barr	TLR9-MyD88 inh	Glyco luc inh	canonical_smiles
-6	-3	105	-5	2	-15	0.1	2.0	-6	3	COC(=O)CSC1=C(C#N)C(=O)NC2(CCCCC2)S1
4	-7	97	-4	7	5	0.0	2.2	-8	-1	CCCCCn1c(Sc2ccccc2)nc2c1c(=O)[nH]c(=O)n2C
-2	-1	99	-13	13	-8	0.4	-0.2	-2	-3	O=C(NCC1COc2ccccc2O1)c1ccc(Cl)c(S(=O)(=O)N2CCCC2)c1 (configuration not stated)
-16	5	100	·	·	1	-0.2	·	·	·	COc1ccc(-c2ccc3c(c2)c(Sc2ccccc2)c(-c2ccccc2)n3C)cn1
-5	6	93	-13	32*	-11	-0.4	2.5	-1	2	Cc1ccccc1C(=O)NNC(=O)CCc1ccccc1
-2	-2	99	-4	6	2	0.5	-0.8	-13	0	COCCOc1cc(NC(=O)c2cccc(OC)c2)c(Cl)cc1Cl
-2	0	126	-8	3	-21	47*	-2.5	-9	-12	CCN1CCc2c(sc(NC(=O)c3ccc(S(=O)(=O)N4CCCC4)cc3)c2C(=O)NC)C1
-11	-6	·	·	·	10	0.3	·	·	·	CC(C)NC(=O)C1C(c2ccc(C(F)(F)F)cc2)=Nc2ccccc2N1C(=O)c1ccccc1 (configuration not stated)

Additional results follow:
ABHD5-PLIN5 inh	Exocytosis inh	ABCB6 inh MLPCN	Vif inh	MC4R antag cAMP	NOD2 RIPK2 PPI	aDG glyco act	MC4R ag barr	TLR9-MyD88 inh	Glyco luc inh	canonical_smiles
-8	-2	90	-2	3	-2	-0.3	-3.0	4	0	O=C(CSc1nnnn1Cc1ccccc1)Nc1ccc2c(c1)OCCO2
-9	-2	97	0	2	-8	-0.4	-0.4	0	-1	CN(Cc1ccccn1)C(=O)CC1C(=O)NCCN1Cc1cccc(Oc2ccccc2)c1 (configuration not stated)
-1	-3	100	-3	13	9	0.0	2.3	-6	-2	COc1cc(/C=C/C(=O)OCC(=O)Nc2ccc([N+](=O)[O-])cc2)ccc1O
-4	6	98	22	16	-13	1.0	-0.7	5	-2	CC1CCN(Cc2ccc(NC(=O)C3CCN(c4nnc(-n5cccc5)s4)CC3)cc2)CC1
-2	-2	100	-4	2	0	0.3	-1.3	-1	2	CCN(CC)C(=O)CSc1nc2ccsc2c(=O)n1CCCC(=O)NCCc1ccc(S(N)(=O)=O)cc1
0	-6	98	4	5	-23	0.0	-0.1	-12	1	COc1ccc(CC(NC(C)=O)C(=O)NC2CCN(C(=O)c3ccc([N+](=O)[O-])cc3)CC2)cc1OC (configuration not stated)
4	50	97	-13	6	1	-0.2	2.5	0	-4	COc1cc(-c2cc(C(=O)N(C)Cc3ccccc3)c3ccccc3n2)cc(OC)c1OC
0	0	93	-15	2	-2	0.1	1.0	2	0	COc1ccc(C2(O)CC3CCC(C2)N3c2nc(C)cc(C)c2C#N)cc1 (configuration not stated)

Next structures.
ABHD5-PLIN5 inh	Exocytosis inh	ABCB6 inh MLPCN	Vif inh	MC4R antag cAMP	NOD2 RIPK2 PPI	aDG glyco act	MC4R ag barr	TLR9-MyD88 inh	Glyco luc inh	canonical_smiles
-3	-5	99	5	9	-9	0.0	1.8	0	-2	Cc1cc(NC(=O)COc2ccccc2)n(-c2ccccc2)n1
-2	-5	97	-5	5	-9	0.0	-0.5	-2	0	COc1ccc(S(=O)(=O)N(C)CC(=O)N2CCCCCC2)cc1
-3	-3	104	-2	2	-3	0.0	1.3	-13	1	COC(=O)c1cn(NC(=O)Cc2cccc(C(F)(F)F)c2)c(=O)c2ccccc12
3	-2	98	1	3	-13	-0.3	0.4	-2	-4	CCCCn1c2nc3ccccc3nc2c2c(=O)n(-c3ccccc3)cnc21
0	-4	104	7	6	2	-0.3	-2.5	9	3	COc1cc(C(=O)NC(=S)Nc2ccc(N3CCCC3)cc2)cc(OC)c1OC
-1	8	96	-14	13	-3	-0.3	-2.0	-3	1	COc1cc(C2c3c(-c4ccccc4O)n[nH]c3C(=O)N2Cc2ccco2)cc(OC)c1OC (configuration not stated)
0	-5	96	54*	0	-1	0.0	0.8	-7	0	COc1ccc(C)cc1NC(=O)C1CCN(C(=O)c2ccco2)CC1
11	-3	102	2	8	9	-0.3	-2.3	-10	-2	CCOc1ccc(N(CC(=O)Nc2ccccc2C(=O)NC(C)CC)S(C)(=O)=O)cc1 (configuration not stated)
0	-2	95	-3	-1	4	-0.1	-0.6	12	-4	COCCCn1c(=O)c2ccccc2n(Cc2cccc(C)c2)c1=O
3	-3	98	-6	2	1	-0.2	1.0	-14	2	CC[n+]1c(P(=O)([O-])c2ccccc2)[nH]c2ccccc21
5	-1	93	28	6	-8	-0.1	-1.9	1	2	CCN(C(=O)CN1C(=O)NC(c2ccccc2)(c2ccc(C)c(C)c2)C1=O)C1CCS(=O)(=O)C1 (configuration not stated)

Assay outcomes (PubChem)
